Assay outcomes as filed in PubChem.
DAGLB inh – blocks human DAGLB lipase activity; Q8NCG7; HEK293T DAGLB membrane lysate, EnzChek fluorogenic substrate; inhibition, % at 5.17 µM; hit rate 0.059% among 340,000; AID 504411; in the data active means inhibition above about 34%;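 further: 0% = enzyme with vehicle and 100% = wells lacking enzyme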
Target sequence (Q8NCG7 whole entry, looked up): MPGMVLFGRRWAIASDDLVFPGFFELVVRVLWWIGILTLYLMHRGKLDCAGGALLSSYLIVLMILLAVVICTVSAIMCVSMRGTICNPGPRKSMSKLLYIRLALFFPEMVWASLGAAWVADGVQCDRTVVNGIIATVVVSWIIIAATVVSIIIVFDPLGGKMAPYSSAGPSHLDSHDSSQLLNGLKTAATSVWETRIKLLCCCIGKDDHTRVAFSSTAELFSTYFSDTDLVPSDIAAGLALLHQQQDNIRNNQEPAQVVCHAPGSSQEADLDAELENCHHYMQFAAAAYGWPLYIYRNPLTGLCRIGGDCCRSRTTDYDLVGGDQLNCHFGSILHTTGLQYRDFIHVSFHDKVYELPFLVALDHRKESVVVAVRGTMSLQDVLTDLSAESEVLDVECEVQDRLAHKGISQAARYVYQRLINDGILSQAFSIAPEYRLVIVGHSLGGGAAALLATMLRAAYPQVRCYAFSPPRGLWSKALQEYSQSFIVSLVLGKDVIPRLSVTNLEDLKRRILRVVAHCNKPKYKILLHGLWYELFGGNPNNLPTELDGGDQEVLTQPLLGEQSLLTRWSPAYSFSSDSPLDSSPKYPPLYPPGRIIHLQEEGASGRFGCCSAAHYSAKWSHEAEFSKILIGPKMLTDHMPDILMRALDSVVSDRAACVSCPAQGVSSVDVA
PKA-R1A act – activates the PKA-R1A holoenzyme complex | P00514+P68181 | PKA-R1A dissociation, Cy5-IP20 fluorescence polarization; scaled: DMSO 0%, 113 µM cGMP 100% | activation, % at 11.4 µM | hit rate 0.083% among 340,000;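 active means percent activation above the mean of all tested compounds plus 3 SD, cut at about 19% in these data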;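 further: higher means more PKAc released from R1A so a rise in polarization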
HTR5A ag ctr – HTR5A agonism, opioid heterodimer counter-screen | activation, % at 9.3 µM | HTR5A agonist assay, luminescence, cell-based | P47898 | AID 504692 | hit rate 0.61% among 340,000; in the data active means activation mostly above about 9.5%, no sharp cut-off; inactive means mostly below about 7.6%;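 further: 0% = cells with vehicle only and 100% = reference agonist; strong numbers were not always called active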
OPRM1-OPRD1 ag – OPRM1-OPRD1 heterodimerization agonism | hit rate 0.3% among 340,000 | P35372+P41143 | activation, % at 9.3 µM | cells, luminescence; in the data active means activation above about 18%;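 further: 0% = vehicle-treated cells and 100% = reference agonist; values of inactives mirror those of a sister screen read the other way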
PKA-R2B act – PKA-R2B complex activation. activation, % at 11.4 µM. P22694+P31323. PKA-R2B holoenzyme dissociation, Cy5-IP20 fluorescence polarization; R2B truncated from residue 108, S112A mutant; 0% DMSO only, 100% 113 µM cGMP. hit rate 0.079% among 340,000;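 active means activation above a cutoff set at the mean over all compounds plus 3 SD, cut at about 18% in these data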;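 further: higher means more holoenzyme dissociation and a rise in polarization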
Target sequence (P31323 whole entry, looked up, other chains not shown, the tested form may be a part): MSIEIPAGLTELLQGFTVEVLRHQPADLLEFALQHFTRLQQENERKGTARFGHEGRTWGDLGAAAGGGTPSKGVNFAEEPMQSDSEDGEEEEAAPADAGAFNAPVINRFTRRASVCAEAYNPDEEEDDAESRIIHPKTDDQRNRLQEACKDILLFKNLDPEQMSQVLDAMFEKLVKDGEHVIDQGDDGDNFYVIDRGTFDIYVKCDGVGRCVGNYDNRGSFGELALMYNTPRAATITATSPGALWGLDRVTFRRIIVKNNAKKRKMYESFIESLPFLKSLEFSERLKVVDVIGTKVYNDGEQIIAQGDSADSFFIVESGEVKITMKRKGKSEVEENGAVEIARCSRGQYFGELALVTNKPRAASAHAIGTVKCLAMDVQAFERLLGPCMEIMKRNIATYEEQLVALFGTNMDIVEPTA
HTR5A inv ctr – inverse agonist of human HTR5A in OPRM1-OPRD1 counter-screen. HTR5A cell line, luminescence, inverse agonism. AID 504634. P47898. inhibition, % at 9.3 µM. hit rate 0.083% among 340,000; in the data active means inhibition mostly above about 23%, no sharp cut-off; inactive means mostly below about 18%;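 further: 0% = cells with DMSO and 100% = no-cell wells with DMSO; some compounds called inactive have numbers as strong as hits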
OPRM1-OPRD1 inv – inverse agonists of human mu-delta opioid receptor heterodimerization; P35372+P41143; cell-based MOR-DOR heterodimer luminescence, inverse agonism; inhibition, % at 9.3 µM; hit rate 0.21% among 340,000; in the data active means inhibition above about 22%, passing the limit was not always enough;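 further: 0% = cells with DMSO and 100% = wells without cells with DMSO; values of inactives mirror those of a sister screen read the other way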
V-ATPase pHluor – regulators of yeast V-ATPase proton transport; S. cerevisiae, pHLuorin cytosolic pH fluorescence; response, % at 10 µM; hit rate 0.37% among 350,000; AID 504577; in the data active means response mostly above about 7.3%, no sharp cut-off; inactive means mostly below about 5.4%; further: actives read high; inactives centre near 0; some compounds called inactive have numbers as strong as hits; reference of the scale not given here
DSG3 Ab inh – inhibitors of pemphigus antibody binding to human desmoglein-3. binding (percent of control), % at 10 µM. P32926. DSG3-coupled beads, scFv-anti-DSG3-GFP binding, flow cytometry; active compounds read low. AID 588358. hit rate 0.48% among 310,000;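 active means binding more than 3 SD below its plate's average and above zero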;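 further: hits lower antibody fragment binding to DSG3; some compounds called inactive have numbers as strong as hits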
Arr AP2 block – blocks beta-arrestin peptide binding to AP2 adaptin; FITC-arrestin peptide / GST-AP2 beads, flow cytometry; AP2 beta2 appendage carries R879A mutation; hit rate 0.31% among 340,000; inhibition, % at 10 µM;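 active means inhibition above a set limit, near 3 SD of compounds lacking own fluorescence, cut at about 54% in these data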;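 further: plate controls were DMSO wells for no effect and 5 µM unlabelled arrestin peptide for full effect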
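system = GST-tagged AP2 beta2-adaptin appendage (R879A) on 4 µm glutathione beads | reagent = FITC-labelled arrestin peptide probe, 50 nM final | schedule = compound with beads 12 min RT, then probe 1 h RT | signal = HyperCyt-sampled flow cytometry, FL1 channel, ex 488/em 535 nm | read-out = percent response from loss of bead-bound FITC fluorescence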
An asterisk follows results filed as active; nt = not tested or not shown; & = joins results of further samples.

SMILES	DAGLB inh	PKA-R1A act	HTR5A ag ctr	OPRM1-OPRD1 ag	PKA-R2B act	HTR5A inv ctr	OPRM1-OPRD1 inv	V-ATPase pHluor	DSG3 Ab inh	Arr AP2 block
CCOC(=O)C1=C(CNCc2ccccc2Cl)NC(=O)NC1c1cccc([N+](=O)[O-])c1 (configuration not stated)	2	-5	4	4.4	-1	-13	-22	3	103	1
Cc1ccc(N2CC(C(=O)NCc3ccc(C)n3C)CC2=O)cc1 (configuration not stated)	3	9	-2	-1.1	-13	5	5	1	97	-22
CCCOc1c(Cl)cc(C(=O)Nc2ccc3c(c2)OCO3)cc1OCC	-10	-10	16*	9.5	-5	-34	-56	-4	102	4
COc1ccc(Cl)cc1NC(=O)c1ccco1	-6	1	1	-0.9	-6	13	4	1	104	5
CCc1noc(C)c1C(=O)N(C)CC(=O)Nc1ccc(OC)cc1	1	-8	-2	-0.7	-4	6	5	-2	33	26
CC(=O)c1cccc(OCc2cc(C(=O)N(C)Cc3ccc(C)o3)no2)c1	-2	0	4	-5.4	0	13	18	1	106	36
CC(=O)c1ccc(S(=O)(=O)NCc2nnnn2-c2ccccc2)cc1	-2	-2	0	-2.2	13	-1	12	1	nt	2
Cc1nc(=O)c(-c2ccccc2)c(C)n1-c1ccc(S(N)(=O)=O)cc1	3	3	1	-0.6	3	-22	4	1	101	22
COCCN1C(=O)C(=O)/C(=C(/O)c2ccc(S(=O)(=O)N3CCOCC3)cc2)C1c1cccc([N+](=O)[O-])c1 (configuration not stated)	3	-6	3	-2.7	4	-24	15	0	98	-14
COC(=O)C1=CO[C@@H](O[C@@H]2OC(CO)[C@@H](O)[C@@H](O)[C@@H]2O)C2C1CC[C@]2(C)O (some centres not stated)	-1	-14	-3	-0.7	5	-5	4	0	96	26
O=C1CCCc2c1nc(-c1ccccc1F)n2O	2	-1	2	-2.4	0	5	13	-4	114	2
Cn1c(O)c(N=Nc2ccccc2)c2ccccc21	-2	-7	-3	-3.6	0	9	17	0	116	30
Cc1ccc(CNc2ncnc3cc(Cl)ccc23)cc1	-3	-7	-1	2.7	-5	3	-14	0	95	0
NC(=O)COC(=O)c1cc(=O)[nH]c2ccc(S(=O)(=O)Nc3ccc(F)cc3)cc12	1	-3	3	-1.9	-4	-8	10	2	109	7
COc1ccccc1OCCCCn1c(C(C)O)nc2ccccc21 (configuration not stated)	-2	-5	-6	-2.6	1	-4	13	-1	98	40
COc1ccccc1NC(=O)CN1C(=O)CCS(=O)(=O)c2ccccc21	0	7	-1	-1.4	-4	3	8	3	104	-10
c1ccc(COc2ccc(OCCCN3CCCC3)cc2)cc1	-1	1	2	-2.0	-14	-14	11	-1	111	-4
CC1=C(C(=O)Nc2ccc(C(=O)N3CCN(c4ccccc4F)CC3)cc2)SCCO1	1	5	-4	-0.5	-8	1	3	3	102	1
Cc1ccc2c(c1)N(C(=O)CCC(=O)NC1CCC(C)CC1)CCO2 (configuration not stated)	0	2	8	0.6	-2	-25	-3	2	104	-10
Cc1nc(C(C)N(C)Cc2c(C(=O)N3CCCCC3)nc3c(C)cccn23)c(C)s1 (configuration not stated)	-4	-6	-6	-3.8	-8	16	19	2	100	21
O=C1CCC(C(=O)N2CCOCC2)CN1Cc1cccc(C(F)(F)F)c1 (configuration not stated)	3	-8	-1	-0.8	-5	-10	4	0	87	-9
CN(C)c1ccc(/C=N/n2ncc3ccccc32)cc1	-10	1	-2	-0.1	-2	8	1	-1	101	-1
O=C(COC(=O)c1ccco1)Nc1cccc(Br)c1	0	-2	6	-0.2	7	-16	1	2	108	-2
CCOc1ccc(N2CC(C(=O)NCc3ccccc3)CC2=O)cc1 (configuration not stated)	3	-4	-1	-1.6	-1	2	7	0	98	5
O=C(N/N=C/c1c(Cl)cccc1Cl)c1ccccc1F	0	-6	-6	0.2	2	17	-1	10	93	-7
O=C(NCC(=O)N(c1ccccc1)C(C(=O)NC1CCCC1)c1ccncc1)c1ccco1 (configuration not stated)	3	-10	2	5.2	-2	-19	-31	2	108	3
CCCC1CC(C(=O)NC(C(C)Cl)C2OC(SC)C(O)C(O)C2O)N(C)C1 (configuration not stated)	1	-8	2	-1.7	10	-6	9	-2	96	3
O=C1c2oc3ccccc3c(=O)c2C(c2cccs2)N1CCCN1CCOCC1 (configuration not stated)	3	-6	2	-0.5	-8	-7	2	2	98	3
O=C(COC(=O)CCC(=O)c1ccc(F)cc1)Nc1ccc2[nH]c(=O)[nH]c2c1	-2	-3	2	-1.2	-13	-5	6	6	118	0
CN(C)c1ccc(N=C/C=C2\N(C)c3ccccc3C2(C)C)cc1	10	-35	-1	-2.4	-37	3	10	1	169	17
COc1ccc(Cl)cc1-c1n[nH]c(=S)o1	2	6	1	-1.2	5	-18	7	3	98	-7
CCCOC(=O)NC(CC)COC(=O)Nc1cc(C)ccc1C (configuration not stated)	1	1	-1	-3.2	1	3	18	4	110	-1
COc1ccc(CNC(=O)C(c2ccc(C)o2)N(Cc2cccs2)C(=O)Cc2cccs2)cc1 (configuration not stated)	-1	-9	0	1.2	12	-2	-7	7	100	7
CN(C(=O)CN1C(=O)/C(=C/c2ccccc2Cl)SC1=S)C1CCS(=O)(=O)C1 (configuration not stated)	0	4	-1	-0.2	1	-12	1	0	97	6
O=C(CCN1C(=O)/C(=C/c2ccco2)SC1=S)Nc1ccc(C(=O)O)c(O)c1	4	0	-3	-1.6	-8	13	9	3	89	0
Cc1cccc(NC(=O)c2cnc3n(c2=O)CCS3)c1	-1	-6	-2	-2.2	-2	8	12	1	nt	-6
CC(=O)n1cc([C@@H]2C=C(C(=O)N3CCN(Cc4ccc5c(c4)OCO5)CC3)O[C@H](OCCCCO)C2)c2ccccc21	1	-7	0	-1.1	-3	6	6	4	101	0
COc1ccc(C(=O)O/N=C(\N)Cc2ccc(Cl)cc2Cl)cc1OC	-9	-2	27*	14	3	-93	-82	-1	104	8
C=CCn1c(Cc2c[nH]c3ccccc23)n[nH]c1=S	4	5	8	2.7	-8	-22	-17	-4	84	11
Cc1c(NS(=O)(=O)c2cc(C(=O)NCC3CCCO3)cc(Cl)c2Cl)c(=O)n(-c2ccccc2)n1C (configuration not stated)	2	-7	-3	-2.5	1	-36	14	nt	92	-10
Nc1nnc(SCc2ccc3c(c2)OCO3)s1	-2	-9	1	2.6	3	-62	-16	-3	93	9
CCOc1cc(/C=C/C(=O)OCC(=O)NCC2CCCO2)cc(Cl)c1OC (configuration not stated)	-3	8	2	-0.7	10	-7	3	-3	92	40
CC1CC2(CCCC2)N(C(=O)N(C)C)c2ccc(F)cc21 (configuration not stated)	0	0	1	-1.1	-2	-5	6	3	93	-1
Cc1cc(C)n2nc[n+](C)c2n1	-4	-1	0	-1.9	-2	-1	11	2	104	13
Cc1oc(-c2ccccc2Cl)nc1CS(=O)CC(=O)NCc1ccco1 (configuration not stated)	-4	-9	1	0.2	-6	9	-1	-5	83	2
COc1ccccc1C(=O)Nc1cc2ccccc2oc1=O	-2	-1	-1	-2.0	-10	15	9	0	105	2
Cc1c(NS(=O)(=O)c2ccc(N3CCCCC3)c([N+](=O)[O-])c2)c(=O)n(-c2ccccc2)n1C	6	-10	1	-2.0	-2	19	11	1	100	-1
O=C(O)C(=Cc1ccc([N+](=O)[O-])cc1)CCc1ccccc1	2	0	nt	nt	-11	nt	nt	2	103	nt
CCOC(=O)N1CCC(NC(=O)CN2C(=O)COc3ccc(C(C)(C)C)cc32)CC1	-4	-18	5	-1.9	-11	0	11	-1	120	-2
COc1ccc(C(=O)C(c2ccccc2)N2CCOCC2)cc1 (configuration not stated)	0	-7	1	-3.5	-4	11	20	1	123	15
COC(=O)C1=C(C)NC(C)=C(C(=O)OC)C1C(=O)OC(C)C(=O)c1ccccc1 (configuration not stated)	0&1	4&-12	1&-7	-0.2&-1.7	-2&1	13&20	1&9	2&2	105&103	-7&40
CCOC(=O)c1sc(C)c2c1NC(C)(c1cccs1)NC2=O (configuration not stated)	2	4	-3	0.1	-2	9	-1	-3	97	-4
CCN(CC)S(=O)(=O)c1cccc(-c2nnc(SCC(=O)NC)n2CCc2ccccc2)c1	1	1	-2	-4.1	5	6	20	0	99	-8
O=C(NCc1ccccn1)C1CCCN(S(=O)(=O)c2cccc3nsnc23)C1 (configuration not stated)	-4	-3	5	1.4	3	-23	-8	1	97	6
C=CCC1(CC=C)CCCN1C(=O)CC1C(=O)NCCN1Cc1cc(OC)cc(OC)c1 (configuration not stated)	3	-6	-4	0.0	-23	-9	0	-2	124	6
COc1ccc(-c2nc3ccccc3nc2-c2ccc(OC)cc2)cc1	-5	0	-2	2.0	-1	6	-10	0	124	4
O=C1c2cccc([N+](=O)[O-])c2C(=O)N1CCO	1	-1	0	3.0	-7	4	-14	6	155	-9
Cc1ccc(C(=O)N2CCCC(Nc3cccc(F)c3)C2)cc1N1CCNC1=O (configuration not stated)	-2	2	0	-2.7	1	0	15	-4	nt	25
O=[N+]([O-])c1ccc(N2CCN(c3ccc(O)cc3)CC2)c(Cl)c1	3	-2	-1	4.0	-8	2	-20	-3	101	5
CCOc1ccc(CNc2nnnn2C)cc1	0	2	-2	-2.3	10	6	10	-2	104	29

Looked up above.
Value for COc1ccc(-c2nc3ccccc3nc2-c2ccc(OC)cc2)cc1 in DSG3 Ab inh: 124
Value for CCOc1ccc(CNc2nnnn2C)cc1 in PKA-R1A act: 2
Value for CC1CC2(CCCC2)N(C(=O)N(C)C)c2ccc(F)cc21 (configuration not stated) in DSG3 Ab inh: 93

Next structures follow:
SMILES	DAGLB inh	PKA-R1A act	HTR5A ag ctr	OPRM1-OPRD1 ag	PKA-R2B act	HTR5A inv ctr	OPRM1-OPRD1 inv	V-ATPase pHluor	DSG3 Ab inh	Arr AP2 block
COc1ccc(C(=O)OCC(=O)NC2CC2)cc1	3	2	nt	nt	9	nt	nt	4	105	nt
COc1cccc(-c2c(-c3cc(OC)cc(OC)c3)n(C)c3ccc(-c4cccc5[nH]ccc45)cc23)c1	-7	-10	2	0.0	-14	-7	0	3	95	6
O=C(NCCn1cc(SCC(=O)N2CCOCC2)c2ccccc21)c1ccccc1	-3	-18	-2	-2.5	-5	19	14	3	90	21
O=C(c1ccccc1Br)N1CCn2c1nc1ccccc12	0	-3	nt	nt	1	nt	nt	0	98	15
Cn1ncc2c(=O)[nH]cnc21	2	-12	-2	-2.9	-5	5	16	-2	101	-7
COc1ccccc1NC(=S)N(Cc1cccs1)C1CCCC1	-4	-4	0	0.5	-8	0	-2	9	nt	31
COc1cccc(C(=O)OCCN2C(=O)c3ccccc3C2=O)c1OC	-5	4	2	-3.8	1	8	20	-5	105	30

Rows are unselected; overall some 2.4% were active at least once.
